STK33 kinase inh – human STK33 kinase inhibition. purified STK33, MBP phosphorylation, ADP-Glo luminescence. 320,000 tested, 0.073% active. inhibition, % at 10 µM. Q9BYT3. AID 2661;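 active = inhibition at or above 25%, using the most active replicate where run in duplicate; inactive = inhibition below 25%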
Target sequence (Q9BYT3 whole entry, looked up): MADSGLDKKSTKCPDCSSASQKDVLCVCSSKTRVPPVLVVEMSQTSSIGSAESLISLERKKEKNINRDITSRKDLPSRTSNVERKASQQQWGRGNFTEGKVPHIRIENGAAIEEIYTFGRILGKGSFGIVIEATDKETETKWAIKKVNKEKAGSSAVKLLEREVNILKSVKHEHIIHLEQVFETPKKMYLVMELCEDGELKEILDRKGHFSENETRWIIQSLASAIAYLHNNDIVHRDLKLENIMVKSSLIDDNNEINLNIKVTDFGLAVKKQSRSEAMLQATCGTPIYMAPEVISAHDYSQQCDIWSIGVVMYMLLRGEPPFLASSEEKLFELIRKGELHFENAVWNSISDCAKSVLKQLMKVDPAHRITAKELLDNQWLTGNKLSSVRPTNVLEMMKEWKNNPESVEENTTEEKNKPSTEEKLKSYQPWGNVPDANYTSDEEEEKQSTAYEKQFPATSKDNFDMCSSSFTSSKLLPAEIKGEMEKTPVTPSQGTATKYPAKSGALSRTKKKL
OX1R antag – antagonists of human orexin 1 receptor (OX1R); O43613; OX1R-expressing cells, FRET antagonist read-out; inhibition, % at 6.6 µM; 330,000 tested, 1.8% active; AID 485270; in the data active = inhibition mostly above about 38%, no sharp cut-off; inactive = mostly below about 40%;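 note: 0% = agonist challenge alone and 100% = reference antagonist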
Target sequence (O43613 whole entry, looked up): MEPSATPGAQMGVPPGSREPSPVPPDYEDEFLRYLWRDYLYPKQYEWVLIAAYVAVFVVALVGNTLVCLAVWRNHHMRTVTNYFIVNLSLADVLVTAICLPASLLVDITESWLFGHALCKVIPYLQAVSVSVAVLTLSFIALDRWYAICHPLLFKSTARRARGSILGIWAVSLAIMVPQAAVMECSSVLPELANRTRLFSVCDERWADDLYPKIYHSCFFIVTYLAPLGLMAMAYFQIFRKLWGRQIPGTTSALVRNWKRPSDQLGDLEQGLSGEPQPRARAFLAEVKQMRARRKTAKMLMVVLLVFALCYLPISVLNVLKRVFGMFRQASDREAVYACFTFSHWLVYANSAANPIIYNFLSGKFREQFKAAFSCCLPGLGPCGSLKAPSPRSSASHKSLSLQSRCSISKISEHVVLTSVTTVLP
* = called active by the depositor.

Preview (2 entries):
CC(C)Cn1c(=O)c2c(nc3n2CC(C)CN3Cc2ccccc2)n(C)c1=O (configuration not stated) was read as STK33 kinase inh 0.7 and OX1R antag 13.
`CCCCc1ccc(NC(=O)CSc2nc(=O)n(CCN(CC)CC)c3c2CCCC3)cc1` gave STK33 kinase inh -0.4 and OX1R antag 25.

The list itself, repeating the preview:
CC(C)Cn1c(=O)c2c(nc3n2CC(C)CN3Cc2ccccc2)n(C)c1=O (configuration not stated) was read as STK33 kinase inh 0.7 and OX1R antag 13.
`CCCCc1ccc(NC(=O)CSc2nc(=O)n(CCN(CC)CC)c3c2CCCC3)cc1` gave STK33 kinase inh -0.4 and OX1R antag 25.
For O=C1c2ccccc2NC(c2ccc3c(c2)OCCO3)N1c1ccc2c(c1)OCCO2 (configuration not stated) the results were STK33 kinase inh 1.7 and OX1R antag 19.
CN(C)/C=N/c1ncc(-c2ncc(C(F)(F)F)cc2Cl)cn1 was read as STK33 kinase inh -2.7 and OX1R antag 25.
`CC(C)(C)c1ccc(CSc2nc(N)cc(=O)[nH]2)cc1` gave STK33 kinase inh -3.5 and OX1R antag -6.
`COc1ccc(/C=N/NC(=O)c2cc(C3CC3)[nH]n2)cc1OC` gave STK33 kinase inh 8.3 and OX1R antag 14.
`C(=N\Nc1ncnc2sc3c(c12)CCC3)/c1ccncc1` gave STK33 kinase inh 7.3 and OX1R antag 33.
For CC1=NN(C(N)=S)C(=O)C1N=Nc1cccc(C)c1 (configuration not stated) the results were STK33 kinase inh -0.1 and OX1R antag 7.
COc1ccccc1C(C(=O)NCc1ccc(F)cc1)N(C(=O)c1csnn1)C1CC1 (configuration not stated) was read as STK33 kinase inh -0.4 and OX1R antag 7.
`CCOC(=O)c1c(-c2ccccc2)nc2ccc(Cl)cn12` gave STK33 kinase inh -0.3 and OX1R antag 14.
O=C(COC(=O)c1ccc(S(=O)(=O)N2CCCC2)cc1)NCc1ccco1 was read as STK33 kinase inh -0.8 and OX1R antag 3.
O=C(CCNS(=O)(=O)c1ccccc1)OCC(=O)c1ccc[nH]1 was read as STK33 kinase inh -0.8 and OX1R antag 19.
CCOC(=O)c1c(S(=O)(=O)N(C)Cc2ccco2)c(C)n(C)c1C was read as STK33 kinase inh -0.5 and OX1R antag 2.
Screening Nc1nc(SCC(=O)Nc2ccccc2C(F)(F)F)[nH]c(=O)c1-c1ccccc1 returned STK33 kinase inh -0.6 and OX1R antag 3.
For C=CCOc1cccc(C2/C(=C(/O)c3ccc(C)cc3)C(=O)C(=O)N2CCN2CCOCC2)c1 (configuration not stated) the results were STK33 kinase inh -0.7 and OX1R antag 9.
Screening Cc1ccc2c(c1)N(CC(=O)NCc1cccs1)C(=O)CO2 returned STK33 kinase inh 0.7 and OX1R antag 16.
Screening Cc1c(OCC(=O)N2CCC(C(=O)NCCCC(=O)O)CC2)ccc2c1oc(=O)c1ccccc12 returned STK33 kinase inh 0.6 and OX1R antag 3.
For CCC1(c2ccc(F)cc2)NC(=O)N(CC(=O)NC2CC2)C1=O (configuration not stated) the results were OX1R antag 8.
For N#Cc1cc2c(nc1SCc1ccc(Cl)nc1)CCCCC2 the results were STK33 kinase inh -3.3 and OX1R antag 15.
`Cn1c(=O)c(C(=O)NCc2ccccc2)c(O)c2ccccc21` gave STK33 kinase inh -2.0 and OX1R antag -1.

Four structures already listed, sorted by number of heavy atoms, smallest number first:
`CCOC(=O)c1c(-c2ccccc2)nc2ccc(Cl)cn12` gave STK33 kinase inh -0.3 and OX1R antag 14.
CN(C)/C=N/c1ncc(-c2ncc(C(F)(F)F)cc2Cl)cn1 was read as STK33 kinase inh -2.7 and OX1R antag 25.
O=C(CCNS(=O)(=O)c1ccccc1)OCC(=O)c1ccc[nH]1 was read as STK33 kinase inh -0.8 and OX1R antag 19.
Screening Nc1nc(SCC(=O)Nc2ccccc2C(F)(F)F)[nH]c(=O)c1-c1ccccc1 returned STK33 kinase inh -0.6 and OX1R antag 3.

Next part.
COc1ccccc1CNC(=O)C1CCN(S(=O)(=O)N2CCCCC2)CC1 was read as STK33 kinase inh 0.7 and OX1R antag 4.
Screening Cc1ccc(N2CN(Cc3cccnc3)CNC2=S)cc1 returned STK33 kinase inh -1.0 and OX1R antag 10.
Cc1noc(NS(=O)(=O)c2ccc(N3CC(O)=C(c4ccccc4)C3=N)cc2)c1C was read as STK33 kinase inh -0.5 and OX1R antag 1.
For Cn1c(=O)c2c(nc(N3CCN(c4ccc([N+](=O)[O-])cc4)CC3)n2C)n(C)c1=O the results were STK33 kinase inh -1.3 and OX1R antag 25.
For Cc1cc(C)nc(NC(=O)CCN2C(=O)c3ccccc3S2(=O)=O)n1 the results were STK33 kinase inh 0.5 and OX1R antag 17.
Screening CN(C)c1nc(N)nc(CSc2nc3c(c(=O)n(C)c(=O)n3C)n2Cc2ccccc2F)n1 returned STK33 kinase inh 11 and OX1R antag -5.
Screening COc1cc(CC(=O)NCCc2ccc(OCc3ccccc3)cc2)c([N+](=O)[O-])cc1OC returned STK33 kinase inh 1.5 and OX1R antag 29.
Cc1nc2ccc(NC(=O)COc3cccc(F)c3)cc2s1 was read as STK33 kinase inh 0.5 and OX1R antag 17.
Screening COCCn1c(N)c(N(Cc2ccccc2)C(=O)C2=COCCO2)c(=O)[nH]c1=O returned STK33 kinase inh -1.3 and OX1R antag 2.
Screening COc1ccc(C(=O)Oc2ccc3ccc(=O)oc3c2)cc1 returned STK33 kinase inh 0.7 and OX1R antag 9.
Screening CN(C)CCCNc1oc(-c2ccccc2)nc1C#N returned STK33 kinase inh -0.4 and OX1R antag 4.
N#Cc1c(=O)c2nc(NCCCO)ncc2n2c(=O)c3ccccc3[nH]c12 was read as STK33 kinase inh 7.8 and OX1R antag 19.
`Cc1ccccc1SCc1noc(C(=O)NC(C)C)c1C(=O)O` gave STK33 kinase inh -0.6 and OX1R antag 5.
Screening C/C(=N\NS(=O)(=O)c1ccc(Br)cc1)c1ccc(-n2ccnc2)cc1 returned OX1R antag 3.
COc1ccc(C(=O)OCc2ccccc2F)cc1S(=O)(=O)N1CCCC1 was read as STK33 kinase inh 0.7 and OX1R antag 9.
`COc1ccc(/C(O)=C2/C(=O)C(=O)N(CCN3CCOCC3)C2c2cccnc2)cc1OC` (configuration not stated) gave OX1R antag 21.
Screening COc1ccc(NS(=O)(=O)c2ccc(O)c(NC(=O)c3ccc(S(=O)(=O)N4CCCC4)cc3)c2)cc1 returned STK33 kinase inh -1.9 and OX1R antag -9.
`COc1nc(NCc2ccco2)nc(NC2CCCCC2)n1` gave STK33 kinase inh -2.9 and OX1R antag 9.
CCOC(=O)CCCCCC(=O)Nc1ccc2c(c1)C(=O)N([C@H](C)CO)C[C@@H](C)[C@H](CN(C)Cc1ccc3c(c1)OCO3)O2 was read as STK33 kinase inh -0.4 and OX1R antag 6.
Screening O=C(COC(=O)c1ccc2c(c1)OCCO2)Nc1ccc(F)cc1F returned STK33 kinase inh -1.6 and OX1R antag 11.

Fetched by compound from above, 5 records:
Screening COc1ccc(NS(=O)(=O)c2ccc(O)c(NC(=O)c3ccc(S(=O)(=O)N4CCCC4)cc3)c2)cc1 returned STK33 kinase inh -1.9 and OX1R antag -9.
COc1ccc(C(=O)OCc2ccccc2F)cc1S(=O)(=O)N1CCCC1 was read as STK33 kinase inh 0.7 and OX1R antag 9.
COc1ccccc1CNC(=O)C1CCN(S(=O)(=O)N2CCCCC2)CC1 was read as STK33 kinase inh 0.7 and OX1R antag 4.
`COc1ccc(/C(O)=C2/C(=O)C(=O)N(CCN3CCOCC3)C2c2cccnc2)cc1OC` (configuration not stated) gave OX1R antag 21.
Screening COCCn1c(N)c(N(Cc2ccccc2)C(=O)C2=COCCO2)c(=O)[nH]c1=O returned STK33 kinase inh -1.3 and OX1R antag 2.

Additional entries follow:
For CC1CN(c2nc3c(c(=O)n(C)c(=O)n3C)n2Cc2c(Cl)cccc2Cl)CC(C)O1 (configuration not stated) the results were STK33 kinase inh -0.1 and OX1R antag -2.
For CCc1ccc(NC(=S)Nc2ccc3[nH]c(=O)[nH]c3c2)cc1 the results were STK33 kinase inh 0.0 and OX1R antag 21.
`CCOC(=O)C1(C)/C(=N/Nc2ccccc2)C(=O)C(=O)N1c1ccccc1` (configuration not stated) gave STK33 kinase inh -0.2 and OX1R antag 51.
For N#Cc1c(NC(=O)CCN2C(=O)c3ccccc3C2=O)oc(-c2ccccc2)c1-c1ccccc1 the results were STK33 kinase inh 0.0 and OX1R antag 24.
`Cc1cc(=O)nc2c3ccccc3n(C(C)C(=O)Nc3cc(F)ccc3F)n12` (configuration not stated) gave STK33 kinase inh -0.3 and OX1R antag 10.
`CN(Cc1ccccc1)c1ccc(S(=O)(=O)N2CCC(C(=O)O)CC2)cc1[N+](=O)[O-]` gave STK33 kinase inh -2.2 and OX1R antag 25.
For CCOc1cc(C(=S)N2CCOCC2)ccc1OS(=O)(=O)c1ccc(NC(C)=O)cc1 the results were STK33 kinase inh 0.4 and OX1R antag 6.
For O=C(CN1CCN(Cc2ccccc2)CC1)N/N=C/c1cccnc1 the results were STK33 kinase inh -0.4 and OX1R antag 2.
`COc1cc(C=O)cc(Cl)c1OC(=O)N1CCOCC1` gave STK33 kinase inh -2.0 and OX1R antag -4.
CCNC(=S)NNc1nnc(-c2ccccc2)c(-c2ccccc2)n1 was read as STK33 kinase inh -0.2 and OX1R antag 8.
Screening Cc1ccc(OC(C)C(=O)Nc2ccccc2C(=O)N2CCOCC2)cc1 (configuration not stated) returned STK33 kinase inh -2.7 and OX1R antag 3.
For CC(C)(C)C(=O)/C=C/c1ccc(Oc2ccccc2)cc1 the results were STK33 kinase inh -0.5.
`CCNC(=S)N/N=C/c1ccc(OCc2ccc(C(=O)OC)cc2)cc1` gave STK33 kinase inh 0.1 and OX1R antag 14.
CCN(C(=O)COc1cccnc1[N+](=O)[O-])C1CCS(=O)(=O)C1 (configuration not stated) was read as STK33 kinase inh -3.2 and OX1R antag 31.
CC(C)(C)c1ccc(CN2N=Nc3ccccc3S2(=O)=O)cc1 was read as STK33 kinase inh -0.4 and OX1R antag 10.
Cc1csc(NC(=O)CSc2nnc(-c3ccncc3)n2C)n1 was read as STK33 kinase inh 0.4 and OX1R antag 7.
`C[C@@H]1CC=C[C@@H]2[C@H]1C(=O)N(Cc1ccccc1)[C@H]2c1cccc(C#Cc2ccccc2)c1` gave OX1R antag 10.
Screening O=C(NNC(=O)C1CC1c1ccccc1)c1cccc([N+](=O)[O-])c1 (configuration not stated) returned STK33 kinase inh -0.2 and OX1R antag 34.
Cc1ccc(NC(=O)CN2CCN(S(=O)(=O)c3cccs3)CC2)cc1S(=O)(=O)N(C)C was read as STK33 kinase inh -2.7 and OX1R antag 19.
`Cc1ccc(NC(=O)CCCN2C(=O)/C(=C/C=C/c3ccccc3)SC2=S)cc1` gave STK33 kinase inh -1.2 and OX1R antag 8.
Screening O=C1CC(=C2c3ccccc3-c3ccccc32)C(=O)N1CCN1CCN(c2ccccc2)CC1 returned STK33 kinase inh -1.3 and OX1R antag 4.
For COc1ccc(N2C(=O)CSC(c3ccccc3)C2=O)cc1 (configuration not stated) the results were STK33 kinase inh 0.0 and OX1R antag 27.
COc1ccc(S(=O)(=O)N2CCCC2)c(Cl)c1Cl was read as STK33 kinase inh 0.1 and OX1R antag 20.
`O=C(CN1CCN(Cc2ccccc2)CC1)Nc1ccc(Cl)cc1` gave STK33 kinase inh -0.1 and OX1R antag -5.
`COCCNC(=O)CN(c1ccc(C)cc1)S(=O)(=O)c1ccc(SC)cc1` gave STK33 kinase inh -0.7 and OX1R antag 17.
For COc1ccccc1C(=O)N/C(=C/c1ccco1)C(=O)Nc1ccc(C(=O)O)cc1 the results were STK33 kinase inh -0.6 and OX1R antag 8.
For O=C1Oc2ccccc2C2(O)C3CCCCCC3C12 (configuration not stated) the results were STK33 kinase inh -1.7 and OX1R antag 2.
COC(c1ccccc1)(c1ccccc1)C(Oc1nccc(C)n1)C(=O)O (configuration not stated) was read as STK33 kinase inh -0.8 and OX1R antag -2.
Screening CCCC1c2ccc(C)n2CCN1C(=O)Nc1ccccc1Cl (configuration not stated) returned STK33 kinase inh 0.4 and OX1R antag 12.
`CN(C)CCN(C(=O)c1ccc(S(=O)(=O)N(C)CC2CCCO2)cc1)c1nc2cc3c(cc2s1)OCO3` (configuration not stated) gave STK33 kinase inh 0.4 and OX1R antag 9.
O=C(Cn1nnc2c(cnn2-c2ccc(F)cc2)c1=O)OC1CCCCC1 was read as STK33 kinase inh -4.4 and OX1R antag 14.
S=c1[nH]nc(-c2cccnc2)n1/N=C/C=C/c1ccccc1 was read as STK33 kinase inh -1.1 and OX1R antag 30.
`CCn1cc(C(=O)OCC(=O)c2cc(C)n(-c3ccc(OC(F)F)cc3)c2C)c(=O)c2ccc(C)nc21` gave STK33 kinase inh -0.9 and OX1R antag 22.
Cc1ccccc1-n1c(SC/C(O)=C(\C#N)c2nc3ccccc3[nH]2)nnc1-c1ccncc1 was read as STK33 kinase inh 1.9 and OX1R antag -1.
Fc1ccccc1N1CCN(c2nnnn2-c2ccccc2)CC1 was read as STK33 kinase inh 0.1 and OX1R antag 6.
Screening Cc1ccc(S(=O)(=O)N2CCN(C(=O)c3n[nH]c(=O)c4ccccc34)CC2)c(C)c1 returned STK33 kinase inh -0.6 and OX1R antag 1.
`NCCCNc1ccc([N+](=O)[O-])cc1C(F)(F)F` gave STK33 kinase inh 2.6 and OX1R antag 29.
For Cn1c(=O)c(=O)n(C)c2cc(S(=O)(=O)CCC(=O)Nc3ccc(F)cc3)ccc21 the results were STK33 kinase inh -0.1 and OX1R antag 9.
`CCCCC1=CC2=CC(=O)C(C)(OC(=O)c3ccc(Cl)nc3)C(=O)C2=CO1` (configuration not stated) gave STK33 kinase inh 0.4 and OX1R antag 14.
`Cc1csc(=O)n1CCC(=O)OCC(=O)Nc1ccc(F)c(F)c1F` gave STK33 kinase inh 0.1 and OX1R antag 10.

Screens (PubChem BioAssay)
